Vif-APOBEC3F blk: inhibitors of Vif-A3F interaction. AID 602313. 390,000 tested, 0.2% active. Potency, µM (doses to about 46.1 µM), for the others: at the highest dose activity, negative = active. HeLa A3F-eYFP + Vif (tagged APOBEC3F with the HIV-1 protein that degrades it), YFP fluorescence increase; note: potency is the fitted concentration of half-maximal effect; % of control where 0% means no effect; nearly all actives have a fitted effect of over 65% in size
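HeLa cells stably expressing A3F-eYFP plus Vif, plated and incubated overnight at 37 deg C, then exposed to compounds overnight at 37 deg C. Blocked degradation read as raised yellow fluorescence (Ex 488/Em 500-530).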
Vif-A3G inh: Vif-A3G binding inhibition. Q9HC16. HeLa A3G-eYFP + Vif (tagged APOBEC3G with the HIV-1 protein that degrades it), YFP fluorescence, overnight. Potency, µM (series often up to 46.1 µM), inactives show top-dose activity, negative = active, actives largely listed as inhibitors. 410,000 tested, 0.076% active;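 note: potency is the fitted concentration of half-maximal effect; % is set by controls: 0 for no effect and ±100 for the full control effect; nearly all actives have a fitted effect of over 60% in size; hits raise eYFP signal because A3G escapes Vif-driven loss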
Target sequence (Q9HC16 whole entry, looked up): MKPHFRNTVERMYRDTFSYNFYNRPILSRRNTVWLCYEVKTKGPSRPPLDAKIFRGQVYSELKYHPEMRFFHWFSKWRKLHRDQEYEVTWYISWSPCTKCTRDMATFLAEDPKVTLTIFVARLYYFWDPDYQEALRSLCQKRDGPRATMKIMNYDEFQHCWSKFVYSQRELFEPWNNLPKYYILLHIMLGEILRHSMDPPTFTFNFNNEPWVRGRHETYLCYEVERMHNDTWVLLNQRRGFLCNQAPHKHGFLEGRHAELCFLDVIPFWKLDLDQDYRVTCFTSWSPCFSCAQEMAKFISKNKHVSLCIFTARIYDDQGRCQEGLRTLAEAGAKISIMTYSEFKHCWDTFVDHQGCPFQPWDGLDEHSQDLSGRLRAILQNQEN
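HeLa cells stably expressing Vif and C-terminally eYFP-tagged A3G, seeded overnight at 37 deg C, then exposed to compound by pintool overnight at 37 deg C. Rise in yellow fluorescence (Ex 488/Em 500-530, Acumen) marks blocked Vif-driven A3G degradation.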
IDH1 R132H inh: blocks human mutant IDH1 R132H enzyme; O75874; IDH1-R132H enzyme, NADPH consumption, diaphorase/resazurin fluorescence; Potency, µM (series often up to 76.6 µM), for inactives: at the highest dose activity change, negative = inhibition, hits mostly inhibitors; 390,000 tested, 0.093% active; AID 602179; note: potency is the fitted concentration of half-maximal effect; % is set by controls: 0 for no effect and ±100 for the full control effect; nearly all actives have a fitted effect of over 65% in size
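IDH1-R132H (0.5 ug/mL dispensed) in pH 7.5 Tris buffer was preincubated 30 min with compound, then given a substrate mix of 0.016 mM NADPH and 2 mM alpha-KG for 80 min at room temperature; remaining NADPH was read by diaphorase/resazurin fluorescence.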
PI4K2A block: inhibitors of human PI4K2A | purified PI4K2A, ADP-Glo luminescence, 1 h; stronger effect = lower value | activity change, negative = inhibition, % at 76.9 µM | 420,000 tested, 0.13% active; in the data active = activity change below about -50%; inconclusive = mostly about -30% to -49%;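 note: -100% = wells without enzyme as full effect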
Target sequence (Q9BTU6 whole entry, looked up): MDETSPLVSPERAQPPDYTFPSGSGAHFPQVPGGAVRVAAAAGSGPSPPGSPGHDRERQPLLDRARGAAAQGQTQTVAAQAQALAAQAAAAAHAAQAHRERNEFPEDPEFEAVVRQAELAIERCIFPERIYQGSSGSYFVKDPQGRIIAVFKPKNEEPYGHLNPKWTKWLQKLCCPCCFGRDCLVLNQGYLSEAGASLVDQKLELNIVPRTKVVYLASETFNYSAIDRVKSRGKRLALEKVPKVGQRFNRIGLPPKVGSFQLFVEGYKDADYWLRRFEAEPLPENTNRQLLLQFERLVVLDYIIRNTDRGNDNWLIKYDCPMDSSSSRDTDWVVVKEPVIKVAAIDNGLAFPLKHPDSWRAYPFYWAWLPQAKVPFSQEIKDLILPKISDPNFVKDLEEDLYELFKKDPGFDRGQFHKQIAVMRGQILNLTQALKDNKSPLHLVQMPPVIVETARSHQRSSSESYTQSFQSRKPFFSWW
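Compounds are screened against recombinant PI4K2A using PI as substrate and ATP, the latter dispensed at 300 microM. Reactions run one hour at ambient temperature before ADP-Glo detection; full inhibition defined by wells lacking enzyme.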
USP1 inh: inhibitors of human USP1/UAF1 deubiquitinase | O94782 | recombinant USP1/UAF1, Ub-Rhodamine cleavage fluorescence | Potency, µM (highest dose often 57.1 µM), for inactives: at the top dose activity change, negative = inhibition, usual class: inhibitors | 390,000 tested, 0.23% active | AID 743255; note: potency is the fitted concentration of half-maximal effect; % is set by controls: 0 for no effect and ±100 for the full control effect; nearly all actives have a fitted effect of over 60% in size; inactives centre near -12
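In this screen, compounds sit with the deubiquitinase complex (1nM) for 15 min at room temperature before Ub-Rho is added at 150nM final. Fluorescence rise is then followed for 6 reads every 60 seconds.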
RXFP1 ag: activates the human relaxin receptor RXFP1; Q9HBX9; HEK293T-RXFP1 cAMP TR-FRET, 30 min; response scale: percent of porcine relaxin response, buffer zero; Potency, µM (series often up to 57.5 µM), for inactives: at the top dose activation, hits mostly activators; 370,000 tested, 0.3% active; AID 2676; note: potency is the fitted concentration of half-maximal effect; % is set by controls: 0 for no effect and ±100 for the full control effect; nearly all actives have a fitted effect of over 60% in size; many of its hits are not listed in these tables
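cAMP rise read by TR-FRET after 30 min, 37C compound exposure (up to 58 uM) in RXFP1-transfected HEK293 cells with Ro 20174 present. EC50 from Hill-equation fits, with 29 nM porcine relaxin as 100% and buffer as basal.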
LDHA inh: LDHA (human) enzyme inhibition | AID 1347041 | P00338 | activity change, % (values are at about 110 or 230 µM) | purified LDHA, NADH/diaphorase-resazurin fluorescence; stronger effect = lower value | 480,000 tested, 0.15% active; in the data active = activity change below about -30%; inconclusive = mostly about -25% to -30%;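 note: plate controls were DMSO wells for no effect and wells without enzyme for full effect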
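Human LDH5 at 2 nM final in Tris HCl pH 7.4 with 0.06 mM NADH and 0.2 mM pyruvate, reacted 5 minutes at room temperature. Remaining NADH coupled via diaphorase/resazurin; resorufin fluorescence read at 0 and 20 minutes, normalized to enzyme-free and DMSO wells.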
Glioma ERSR ind: induces the endoplasmic reticulum stress response in human glioma cells | U87-MG GRP78 promoter luciferase reporter, 16 h | Potency, µM, without a hit: top-dose activation, hits mostly activators | 420,000 tested, 0.02% active | AID 602332; note: potency is the fitted concentration of half-maximal effect; series mostly up to about 76 µM; % of control where 0% means no effect; nearly all actives have a fitted effect of over 35% in size
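Stably transfected U87-MG human glioma cells carrying a GRP78-based luminescent sensor were seeded at 1000 cells/well, pin-dosed with compounds and incubated 16 h. Luciferase reagent was then added, and end-point luminescence was read after 10 min at room temperature.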
TrxR1 substrate: is turned over as a substrate by rat TrxR1; purified TrxR1 substrate turnover, NADPH consumption readout; 390,000 tested, 0.01% active; AID 588456; O89049; Potency, µM (doses to about 114 µM), without a hit: top-dose activity change, negative = substrate turnover; note: potency is the fitted concentration of half-maximal effect; % is set by controls: 0 for no effect and ±100 for the full control effect; nearly all actives have a fitted effect of over 50% in size
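Rat TrxR1, dispensed at 90 nM, was prereduced with 400 uM NADPH (final) for 5 min at ~22 deg C, then incubated with compound 15 min before 400 uM selenite. A first-read NADPH fluorescence drop versus no-compound background flagged substrates.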
* marks the source's active call; other numbers are inactive results; ? = inconclusive; . = no result given; & = joins results of further samples; [ ] = remark or other dose. Unless noted, calls come from the whole dose curve; as a rule, active = well fitted curve in the direction sought with a large enough effect; inconclusive = small, poorly fitted or top-dose-only effect, or another doubt; inactive = no such curve, though single readings can be large; an effect the other way counts as inactive or inconclusive. Some of the compounds tested; count on the stated rates, not on these rows.

SMILES	Vif-APOBEC3F blk	Vif-A3G inh	IDH1 R132H inh	PI4K2A block	USP1 inh	RXFP1 ag	LDHA inh	Glioma ERSR ind	TrxR1 substrate
CN(CC(=O)Nc1ccc(Cl)c(C(F)(F)F)c1)C(=O)CCN1C(=O)C2CC=CCC2C1=O (stereo not drawn)	-17%	-11%	3%	2	-8%	0.1%	-2	-7%	-3%
CC(=O)Nc1ccc(C(=O)Nc2ccc3c(c2)OCO3)cc1	0%	0%	9%	-1	-21%	0.6%	2	4%	3%
COC(=O)c1cc(S(=O)(=O)NCCCc2ccco2)c[nH]1	-3%	2%	3%	-6	-12%	-0.2%	-6	2%	-3%
CCSc1nnc(NC(=O)Cn2cnc3c2c(=O)n(C)c(=O)n3C)s1	-2%	1%	5%	2	-18%	?	-6	0%	5%[57.1 µM]
Cc1nc(CCNC(=O)CC2C(=O)NCCN2CC(C)C)nc2c1CCC2 (stereo not drawn)	-15%	1%	-4%	1	0%	-0.5%	-1	-6%	6%
Cn1nc2c(c1C(=O)N1CCCC(C(=O)c3cc(F)ccc3F)C1)CCCC2 (stereo not drawn)	-9%	-18%	3%	0	-7%	-0.4%	-1	-4%	3%
Cc1ccnc2nc(C(=O)N3CCN(c4ccc(F)cc4)CC3)nn12	0%	0%	1%	1	-18%	4.8%	4	-2%	4%[57.1 µM]
CCCN(C(=O)COC(=O)CCOc1ccccc1)c1c(N)n(Cc2ccccc2)c(=O)[nH]c1=O	-5%	-6%	-7%	-4	-1%	0.2%	-10	-1%	-8%
COc1ccc(C(OC(=O)c2ccco2)C(=O)NCc2ccc(C)cc2)cc1 (stereo not drawn)	.	1%	3%	3	-11%	0.8%	-4	0%	-6%
CCCCNC(=S)NC(=O)c1ccccc1Br	-12%	0%	7%	5	-17%	4.8%	-7	0%	0%
Cc1ccc(C(=O)NCc2ccccn2)c(Cl)c1	-5%	1%	1%	-2	-27%	2.9%	-8	0%	-6%
CC(=O)Nc1ccc(C2(O)COc3ccccc3O2)cc1 (stereo not drawn)	-3%	-6%	8%	3	6%	0.5%	-3	6%	-7%
CC(C)C[C@H](NC(=O)[C@@H]1Cc2c([nH]c3ccccc23)C2c3ccccc3C(=O)N21)C(=O)NCC1CCCO1 (stereo partly drawn)	2%	-2%	-7%	-3	-15%	-1.2%	1	3%	2%
CCN(CC(=O)Nc1c(F)cccc1F)C(=O)CSCC(=O)Nc1cccc(C)c1	-8%	-3%	9%	1	-17%	-0.4%	-3	-4%	-7%
O=C(C(=O)N1CCCC1)c1c[nH]c2ccccc12	1%	6%	-9%	-1	9%	0.6%	0	-5%	-6%
CN(C)S(=O)(=O)c1ccc(N2CCCC2)c(C(=O)NNC(=O)COc2ccccc2F)c1	2%	-4%	1%	-2	-24%	1.6%	-1	-2%	-2%
Cc1ccc(NC(=S)NC(C)CCc2ccccc2)cc1C (stereo not drawn)	-7%	-2%	5%	1	-7%	-0.2%	-7	-5%	-1%
O=C(COC(=O)CNC(=O)c1ccccc1Cl)Nc1cc(C(F)(F)F)ccc1Cl	-7%	1%	.	-4	.	1.2%	-2&-1	-6%	19%[57.1 µM]
CNC(=O)c1c(Cl)cnn1-c1ccccc1	0%	0%	-5%	8	-14%	2.2%	-6	2%	-6%[57.1 µM]
CCC(CC)=N/N=C/c1c(O)n(CC)c2cc(C3=NNC(=O)CC3)ccc12	2%	-1%	4%	-1	-10%	-3.1%	7	-4%	-5%
c1ccc(Cn2nnc3c(NCc4ccc5c(c4)OCO5)ncnc32)cc1	-8%	-7%	6%	3	-10%	0.8%	-3	-4%	-4%
Cc1ccccc1CC(=O)Nc1ccc2c(C)cc(=O)oc2c1	11%	1%	6%	3	-14%	4.7%	-5&-4	1%	13%[57.1 µM]
CCOc1cc(Br)c(C(=O)O)cc1OC	2%	4%	10%	5	-8%	-0.4%	-2	-2%	-2%
COC(=O)CSC1=C(C#N)C(c2sccc2C)CC(=O)N1 (stereo not drawn)	-3%	-7%	2%	3	-18%	2.1%	-7	-5%	6%[57.1 µM]
Cc1ccc(/C(N)=N/OC(=O)COc2ccccc2Cl)cc1	6%	-2%	1%	0	-16%	-0.2%	1	3%	-6%

Remaining list, next part.
SMILES	Vif-APOBEC3F blk	Vif-A3G inh	IDH1 R132H inh	PI4K2A block	USP1 inh	RXFP1 ag	LDHA inh	Glioma ERSR ind	TrxR1 substrate
Cc1cc(C)c(C#N)c(SCc2cc3c(cc2Cl)OCO3)n1	-1%	-1%	4%	1	1%	2.2%	4	-4%	-2%[57.1 µM]
Cc1cc(NC(=O)CCC(=O)N(CCc2ccccc2)C(C(=O)NC2CCCC2)c2ccco2)no1 (stereo not drawn)	0%	0%	0%	-4	-9%	1.2%	-4	2%	0%
Cc1ccccc1NC(=S)C1=C(O)c2sccc2N(C)S1(=O)=O	0%	-1%	1%	-7	-24%	-0.7%	1	9%	-12%
Cc1nn(CC(=O)O)c(C)c1NC(=O)c1cccs1	-7%	1%	8%	-2	-6%	0.9%	-2	-4%	8%
O=C(NCCCN1CCC(Cc2ccccc2)CC1)C1CC(=O)N(C2CCCC2)C1 (stereo not drawn)	-11%	2%	-23%	-3	?	-0.1%	-6	-2%	2%
CCn1c(SCC(=O)NC(C)C(C)C)nc2cc(S(=O)(=O)N3CCOCC3)ccc21 (stereo not drawn)	7%	-1%	2%	-1	-17%	3.4%	0	-3%	2%
CCN(CC)c1ccc(/C=N/Nc2ccc(C)cc2)c(O)c1	0%	-33%	9%	-4	-21%	0.1%	32	-2%	0%
O=C1c2cccc3c(Cl)ccc(c23)C(=O)N1O	-3%	0%	-2%	-1	-13%	0.8%	-3	3%	-6%
CCC(=O)N1CCc2cc(S(=O)(=O)CCC(=O)Nc3ccc(OC)cc3)ccc21	3%	2%	11%	2	-16%	2.8%	2	-3%	-8%
c1ccc(OCCOc2ncnc3sccc23)cc1	4%	0%	0%	-2	-13%	1.6%	-11	3%	4%
CN(C(=O)c1nc(-c2ccccc2)n(-c2ccccc2)n1)C1CCS(=O)(=O)C1 (stereo not drawn)	2%	-1%	7%	-20	-12%	1.1%	-7	1%	11%
COc1cccc(C(=O)NCCS(=O)(=O)NCCc2ccc(OC)c(OC)c2)c1	3%	-5%	4%	4	-17%	-0.9%	-5	-4%	-1%
Cc1csc(SCC(=O)Nc2ncc(Cl)c(C)c2Cl)n1	.	-4%	0%	-5	-16%	0.8%	-3	4%	1%
CC(Sc1nnc(C2CC2)n1C)C(=O)Nc1ccc2c(c1)CCC2 (stereo not drawn)	-1%	-1%	-11%	2	-20%	0.0%	-17	-3%	4%
CC1(C)Cc2ccccc2-c2nc(NCCO)n(-c3ccccc3)c(=O)c21	-5%	-9%	4%	15	-19%	4.2%	-4	-6%	205%[activator][57.1 µM]
O=C1c2ccccc2-c2onc3ccc(NCc4ccco4)c1c23	?	-6%	13%	-20	43%[activator]	-3.0%	34	-6%	-8%
COc1ccccc1OCc1nc(-c2cccc([N+](=O)[O-])c2)no1	-1%	-9%	-3%	-1	-11%	2.0%	0	-2%	-6%
NC(=O)CCNC(=O)c1ccc(Cl)cc1	2%	0%	5%	0	5%	-1.4%	0	-2%	-1%
Cc1oc(-c2ccc(C(=O)Nc3cccc(C(F)(F)F)c3)cc2)nc1CSc1ccccc1	1%	12%	19%	-1	-36%	13%	-8	-6%	4%
N#Cc1c(NC(=O)CSc2nnc(-c3ccccc3)o2)sc2c1CCCC2	0%	1%	-4%	4	0%	3.1%	-5	4%	-4%
CC(=O)Nc1c(NCC(C)C)c2ccccc2oc1=O	-9%	0%	2%	-3	-5%	-1.1%	-4	-4%	18%[57.1 µM]
O=C(O)CCC(=O)CCC(=O)c1ccccc1	0%	0%	12%	3	3%	1.4%	-2	-4%	-8%
O=C(CCl)Nc1ccc(Oc2cnc3ccccc3n2)cc1	-5%	?	6%	7	-7%	8.8%	3	-8%	3%[57.1 µM]
COc1ccc(-n2nc3c(N4CCCC(C(=O)NCCc5ccccc5C)C4)nnc(C)c3c2C)cc1 (stereo not drawn)	22µM*	?	15%	-1	?	5.6%	4	-8%	13%
O=C(c1ccccc1F)N1CCC2CC1c1cc(N3CCCCC3)ccc12 (stereo not drawn)	1%	-1%	-3%	-1	-23%	.	-2	5%	.
CC1CCN(c2nc(-c3ccc(C(C)(C)C)cc3)nc3ccccc23)CC1	-2%	0%	-12%	0	12%	-0.4%	-3	-2%	4%

Some entries already given, reduced to LDHA inh:
molecule | LDHA inh
O=C1c2ccccc2-c2onc3ccc(NCc4ccco4)c1c23 | 34
COc1ccccc1OCc1nc(-c2cccc([N+](=O)[O-])c2)no1 | 0
NC(=O)CCNC(=O)c1ccc(Cl)cc1 | 0
Cc1oc(-c2ccc(C(=O)Nc3cccc(C(F)(F)F)c3)cc2)nc1CSc1ccccc1 | -8
N#Cc1c(NC(=O)CSc2nnc(-c3ccccc3)o2)sc2c1CCCC2 | -5

From PubChem
